A3A deaminase: inhibitors of human APOBEC3A DNA deaminase; recombinant A3A, FAM/TAMRA ssDNA deamination fluorescence; inhibition, % at 20 µM; hit rate 0.41% among 330,000;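 active = at least 40% inhibition at 20 µM here, with at most 30% in a related deaminase screen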;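 also: plate controls were A3A with DMSO for no effect and wells lacking A3A enzyme for full effect; some results filed as inactive read as strong as hits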
Target sequence (P31941 whole entry, looked up): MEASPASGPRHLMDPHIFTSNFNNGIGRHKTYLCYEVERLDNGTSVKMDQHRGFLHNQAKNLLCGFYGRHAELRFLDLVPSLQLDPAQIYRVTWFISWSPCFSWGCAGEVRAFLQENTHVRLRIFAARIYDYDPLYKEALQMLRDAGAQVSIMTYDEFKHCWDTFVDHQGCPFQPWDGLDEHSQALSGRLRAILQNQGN
NR3A LBD binder: NR3A (human) ligand-binding domain modulation. NR3A LBD differential scanning fluorimetry, Tm shift; 0% = protein alone, 100% = glycine-bound protein. Tm shift relative to glycine control, % at 25 µM. hit rate 2.5% among 340,000. AID 1259313;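 active = melting temperature shift of at least 10% of the positive control shift, at one fixed dose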
APOBEC3G inh: blocks human APOBEC3G single-stranded DNA deamination; Q9HC16; recombinant A3G, ssDNA deamination FAM/TAMRA fluorescence; inhibition, % at 20 µM; hit rate 0.28% among 330,000; AID 493012;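 active = inhibition of at least 40% at 20 µM, with no more than 30% in the related APOBEC3A deaminase screen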;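 also: plate controls were DMSO wells with A3G for no effect and wells lacking A3G enzyme for full effect; some compounds called inactive have numbers as strong as hits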
MPTP block: permeability transition pore inhibition. isolated mouse mitochondria, Ca2+ swelling absorbance, 30 min. inhibition, % at 10 µM. hit rate 1.4% among 360,000;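 active = inhibition of 50% or more, scaled per plate between neutral and stimulator controls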;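 also: 0% = DMSO wells given calcium and 100% = 1 mM EGTA wells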
EBI2 antag: EBI2 (human) antagonism. hit rate 0.81% among 360,000. P32249. inhibition, % at 5 µM. EBI2 beta-arrestin recruitment, luminescence, 7a,25-OHC stimulated; in the data active = inhibition above about 38%;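 also: enzyme fragment complementation signal reports receptor beta-arrestin coupling in cells; 0% = agonist plus DMSO wells and 100% = wells without agonist; some results beyond the cut were filed as inactive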
Target sequence (P32249 whole entry, looked up, the tested form may be a part): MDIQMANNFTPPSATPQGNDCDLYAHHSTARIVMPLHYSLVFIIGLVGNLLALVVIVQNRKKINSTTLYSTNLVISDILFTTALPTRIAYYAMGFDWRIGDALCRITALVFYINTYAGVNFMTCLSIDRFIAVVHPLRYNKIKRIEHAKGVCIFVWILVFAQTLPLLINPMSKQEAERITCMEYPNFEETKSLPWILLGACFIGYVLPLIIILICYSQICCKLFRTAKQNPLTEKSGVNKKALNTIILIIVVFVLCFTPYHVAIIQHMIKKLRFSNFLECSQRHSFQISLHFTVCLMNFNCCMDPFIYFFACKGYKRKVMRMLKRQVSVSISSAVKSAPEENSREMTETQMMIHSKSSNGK
CXCR6 inh: CXCR6 (human) receptor inhibition. O00574. inhibition, % at 20 µM. AID 602244. hit rate 0.36% among 360,000. CHO-K1 PathHunter CXCR6 beta-arrestin, luminescence; in the data active = inhibition above about 34%, passing the limit was not always enough;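 also: antagonist mode with CXCL16 agonist at 10 nM final; 0% = 10 nM CXCL16 with DMSO and 100% = unstimulated wells without agonist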
Target sequence (O00574 whole entry, looked up): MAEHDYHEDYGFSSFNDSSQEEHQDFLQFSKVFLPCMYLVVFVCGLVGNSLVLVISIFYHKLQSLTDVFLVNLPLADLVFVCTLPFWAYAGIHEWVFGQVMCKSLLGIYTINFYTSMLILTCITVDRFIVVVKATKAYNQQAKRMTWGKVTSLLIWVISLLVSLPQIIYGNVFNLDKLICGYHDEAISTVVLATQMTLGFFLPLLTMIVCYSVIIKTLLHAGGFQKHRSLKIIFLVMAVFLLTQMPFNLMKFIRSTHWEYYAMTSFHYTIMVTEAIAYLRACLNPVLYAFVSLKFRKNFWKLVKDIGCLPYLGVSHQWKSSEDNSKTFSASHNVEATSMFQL
CCR6 antagonist: CCR6 (human) receptor antagonism. P51684. CHO-K1 CCR6 PathHunter beta-arrestin, luminescence, CCL20-stimulated. inhibition, % at 20 µM. hit rate 0.49% among 340,000;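 active = compounds whose inhibition of the agonist-driven luminescence signal at 20 µM reaches about 50%, limit read from the data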;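 also: cells stimulated with CCL20 at 14 nM final; plate controls were DMSO with CCL20 for no effect and DMSO without agonist for full effect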
Gli-Sufu antag: antagonists of Gli-Sufu signaling; Sufu-KO-LIGHT fibroblasts, Gli luciferase reporter luminescence; inhibition, % at 5 µM; hit rate 0.74% among 340,000; AID 588413;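 active = inhibition above about 55%, limit read from the data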;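 also: 0% = DMSO-treated cells and 100% = wells with medium but no cells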
* marks the source's active call; other numbers are inactive results; / = not tested or not shown.

Every second line gives: A3A deaminase	NR3A LBD binder	APOBEC3G inh	MPTP block	EBI2 antag	CXCR6 inh	CCR6 antagonist	Gli-Sufu antag
Cc1cc(=O)oc(C)c1C(=O)NC12CC3CC(CC(C3)C1)C2
  -2	2	-4	1.0	-10	-2	0	-3
COc1ccc(CNC(=O)[C@H](C)N2C(=O)N3CCc4c([nH]c5ccc(OC)cc45)[C@@]3(C)C2=O)cc1
  -3	-2	-10	-0.2	0	-12	1	1
O=C(Cc1ccccc1)N1CCCC(c2nc(-c3cccs3)no2)C1 (stereo not given)
  3	2	0	-1.1	-8	-1	6	-2
COc1ccccc1CNC(=O)COC(=O)/C=C/c1ccc2c(c1)OCO2
  1	-2	-5	-1.1	-4	0	5	-9
CN1CCCCCC1=Nc1ccc([N+](=O)[O-])cc1
  -4	0	-13	-0.2	-12	0	5	6
O=C(O)COCC(=O)Nc1ccc(-n2cnnn2)cc1
  -1	0	-7	-0.3	9	-12	-6	0
CC(C)N(C)S(=O)(=O)c1ccc(Cl)c(C(=O)O)c1
  -1	-2	-4	0.2	-4	3	10	3
CC1(C)N=C(N)N=C(N)N1CCCCc1ccccc1
  /	2	/	-2.2	-10	7	6	8
Cc1noc(NS(=O)(=O)c2ccc(NC(=O)c3cccc(S(=O)(=O)N(C)c4ccccc4)c3)cc2)c1C
  /	0	/	-0.4	5	8	4	0
CC(C)N=C(NC#N)SCc1ccc(Br)cc1
  -2	-4	0	0.4	-5	2	0	1
COc1ccc(Cl)cc1NC(=O)CN(C)C(=O)Cn1c(=O)oc2ccccc21
  1	-1	-8	0.0	2	-8	11	-2
Cc1ccc2c(c1)N(CC(=O)Nc1ccc3c(c1)OCCO3)C(=O)CO2
  1	-1	-1	-0.8	-6	-3	5	6
COc1ccc(NC(C)=O)cc1NC(=O)c1cccc(S(=O)(=O)N2CCN(Cc3ccccc3)CC2)c1
  2	-1	-2	-0.5	6	-1	-7	16
O=C(NNc1ccc(-c2csnn2)cc1)c1cc(Cl)cc(Cl)c1
  -2	5	6	8.4	14	14	47	1
CCC(=O)Nc1cccc(C(=O)c2ccccc2)c1
  4	-1	5	-0.2	-13	6	1	-3
C=CCn1c(CCNC(=O)c2cccs2)n[nH]c1=S
  0	-2	-4	14	-7	-5	1	-1
Cc1ccc(S(=O)(=O)N2CCCC2)cc1C(=O)NCCOc1ccccc1
  4	2	0	-2.7	-1	8	5	3
COc1ccc(CCC(=O)N/N=C(\C)c2ccc3c(c2)OCO3)cc1
  -3	0	-6	0.9	0	-4	-6	-3
OCCC1CN(Cc2cccn2-c2cccnc2)CCN1CCc1ccccc1 (stereo not given)
  1	-1	-8	-0.7	3	0	10	-22
O=c1ccn([C@@H]2O[C@H](CNS(=O)(=O)c3cc4ccccc4s3)[C@@H](O)[C@H]2O)c(=O)[nH]1
  /	-1	/	-0.9	-9	-3	6	-9
N[C@H](CSCc1ccccc1)C(=O)Nc1ccc([N+](=O)[O-])cc1
  2	-7	-2	2.3	10	-1	13	5
CCOC(=O)N1CCN(C(=S)Nc2cc(OC)c(OC)cc2C(=O)OC)CC1
  -1	-1	-2	1.2	-5	-10	-8	11
Fc1ccc(/C=N/NC(=S)Nc2cccnc2)cc1F
  -2	4	-8	-3.6	-11	4	-1	-1
Cc1ccc(NS(=O)(=O)c2cccc(C(=O)O)c2)cc1S(=O)(=O)N1CCCCC1
  1	-5	-6	1.7	3	0	6	3
C=CCNc1nc(N)c([N+](=O)[O-])c(Nc2cccc(Cl)c2)n1
  3	2	0	2.2	7	-10	-1	-20
COc1cccc(CN(C)C(=O)c2ccccc2Sc2ccccc2C#N)c1
  -2	-1	-8	-0.2	16	12	26	13
c1ccc(N2CCN(Cc3nc4ccccc4[nH]3)CC2)nc1
  -4	-1	-11	0.5	-21	-5	15	3
CCCc1[nH]nc2c1C(c1ccc(OC)c(CSC3=NCCS3)c1)C(C#N)=C(N)O2 (stereo not given)
  0	-16	-3	0.0	15	12	20	13
COc1ccc(CN2CCNC(=O)C2CC(=O)O)cc1OC (stereo not given)
  -2	0	-5	-1.6	-9	0	2	11
COc1cc(/C=N/Nc2nnc3c(n2)[nH]c2ccccc23)ccc1O
  /	10	/	0.1	9	-1	-6	-11
COc1ccc(NC(=O)C2CC(c3ccccc3Cl)=NO2)cc1 (stereo not given)
  1	-22	-5	1.1	-1	0	2	27
COC(=O)c1c(O)cc(C(C)(C)C)n(-c2ccc(F)cc2)c1=O
  -2	-4	-9	-7.6	-16	1	-8	-7
O=C(CNS(=O)(=O)c1ccccc1)N/N=C\c1ccc(Cl)cc1
  2	-4	2	1.4	15	-2	14	4
CCOc1ccccc1NC(=O)C1CCN(C(=O)NCc2ccccc2)CC1
  -1	1	1	0.6	-8	4	3	2
CC(C)(C)CC(=O)NCCCCCCNC(=O)CC(C)(C)C
  -2	-3	-9	0.5	-2	-2	20	9
COc1ccc(-c2[nH]ncc2CN(C)Cc2c(C)n[nH]c2C)c(OC)c1
  -1	0	-6	1.4	-10	7	-4	3
COC(=O)CSc1nnc(-c2ccc(S(=O)(=O)NCc3ccccc3Cl)cc2)o1
  6	1	-6	1.8	-6	-10	-33	-1
COc1ccc(CN(C)C(=O)CCc2ccc(S(=O)(=O)N3CCCCCC3)cc2)c(OC)c1
  -4	-3	-8	-0.5	-7	0	21	-2
CCCN(CCC)CC(O)COc1ccc2c(c1)OCO2 (stereo not given)
  3	-1	-2	0.1	-3	-3	0	12
CCOc1ccc(Cc2nc(-c3nonc3N)no2)cc1OCC
  -1	-3	0	-1.9	-2	-5	-1	16
COc1ccc(NC(=S)Nc2ccc(OC(F)F)cc2)cn1
  1	-2	-1	10	33	3	-6	5
CCOc1ccccc1C(=O)NC1CCN(CC(=O)Nc2cc(OC)ccc2OC)CC1
  -3	-1	-1	1.2	11	0	14	31
COc1ccc(NC(=O)CCc2nc(-c3ccc(C)cc3)no2)cc1Cl
  0	-1	2	20	20	-6	22	-6
O=C(c1ccco1)N1CCN(S(=O)(=O)c2ccc(Br)cc2)CC1
  -6	-1	-13	-1.9	-12	-4	12	-1
NC(=O)c1ccsc1NC(=O)COC(=O)COc1ccc(C=O)cc1
  4	-1	-6	-0.1	-4	4	7	6
Cc1cccc(C2NC(=O)c3ccccc3O2)c1 (stereo not given)
  -6	-3	-3	0.4	5	4	-6	-22
COc1ccc(OCC(=O)Nc2ccc(S(=O)(=O)N3CCN(C)CC3)cc2)cc1
  -1	-3	-5	-1.2	19	-4	-6	3
Cc1c(NC(=O)CSc2ncnc3c2cnn3-c2ccccc2)c(=O)n(-c2ccccc2)n1C
  0	0	-4	-0.6	2	2	24	1
Cc1ccc(-c2n[nH]c(=S)n2/N=C/c2sccc2C)cc1
  1	15*	20	3.2	4	13	13	-3
O=C(NCc1ccccc1Cl)c1ccc(Br)o1
  -2	-1	-8	-2.7	-10	4	-2	-5
Cc1cc(=O)[nH]c(N/N=C/c2ccc(O)c(O)c2)n1
  -7	/	-6	0.8	-1	6	5	-1
OCCC1CN(Cc2ccn[nH]2)CCN1Cc1ccc(F)c(F)c1 (stereo not given)
  3	0	-5	0.2	-4	-9	1	-17
C[C@@H](NC(=O)[C@@H]1Cc2ccccc2CN1C(=O)OC(C)(C)C)C(=O)NCC1CCCO1 (stereo not given in full)
  2	-1	6	-0.8	2	-15	-2	20
Cc1ccc(C2NNC(=O)C2NC(=O)c2ccccc2)cc1 (stereo not given)
  -5	3	-4	0.0	-10	-1	-4	-16
Cc1ccc(NC(NC(=O)c2cccs2)C(Cl)(Cl)Cl)cc1C (stereo not given)
  -3	12*	-6	1.2	2	-9	7	-1
Cc1ccc(NC(=O)Cn2c(=O)c3cccn3c3ccccc32)c(Cl)c1
  -2	-1	-1	1.0	5	-5	18	-16
COCC(=O)Nc1cc(OC)cc(OC)c1
  -4	0	-4	1.5	-5	-4	15	1
COc1ccc(/C=C(\NC(=O)c2ccccc2)C(=O)N/N=C/c2ccncc2)cc1
  1	0	-2	-1.7	-7	-3	0	1
CC[C@H](C)[C@H]1CNC(=O)C(=O)N1CC1CCN(CC2CCC(C)CC2)CC1 (stereo not given in full)
  /	1	/	-0.9	-6	-4	3	17
CN1CCOC(=O)/C1=N/Nc1cc(Cl)ccc1Cl
  -1	-12	-7	1.4	-1	-4	5	-12

Brought forward from above: two entries; new compounds follow.
Every second line gives: A3A deaminase	NR3A LBD binder	APOBEC3G inh	MPTP block	EBI2 antag	CXCR6 inh	CCR6 antagonist	Gli-Sufu antag
CC[C@H](C)[C@H]1CNC(=O)C(=O)N1CC1CCN(CC2CCC(C)CC2)CC1 (stereo not given in full)
  /	1	/	-0.9	-6	-4	3	17
CN1CCOC(=O)/C1=N/Nc1cc(Cl)ccc1Cl
  -1	-12	-7	1.4	-1	-4	5	-12
COc1ccc(/C=N/NC(=O)CC(=O)N/N=C/c2ccc(OC)cc2)cc1
  -1	-1	-8	0.3	8	-2	9	-6
CCC(C)(C)NC(=O)C(c1ccc(C)cc1)N(Cc1cccs1)C(=O)c1ccc2c(c1)OCCO2 (stereo not given)
  -5	-2	-5	0.7	-12	9	17	8
CCN(CC)CCCNC(=O)c1nn(-c2cccc(OC)c2)c(=O)c2ccccc12
  -1	-10	-4	1.0	4	-3	3	8
COc1ccc(C2C(C(=O)NCc3ccccc3)=C(C)Nc3ncnn32)cc1OC (stereo not given)
  -6	1	-4	-8.3	8	12	-10	5
C=CCC[C@H](Cc1ccc(F)cc1)C(=O)OC[C@@H](Cc1c[nH]c2ccccc12)NC(=O)[C@H](CC=C)CC(=O)N[C@H](CO)Cc1ccccc1
  -2	7	-6	-0.9	8	9	7	-5
Cc1cccc(N2CCN(C(=S)c3ccc([N+](=O)[O-])cc3)CC2)c1
  1	0	55*	-2.1	-7	-2	6	1
Cc1ccc(-c2noc(CCC(=O)Nc3ccc4c(c3)OCO4)n2)cc1
  -3	0	-5	52*	0	-1	6	10
N#CC(C#N)=C1CCc2ccccc2N1
  -2	3	-2	1.4	-6	8	3	6
Cc1n[nH]c(C)c1N1C(=O)c2cccc3c(Br)ccc(c23)C1=O
  5	2	-4	-2.2	-13	-5	-20	27
Cc1nnc2ccc(-c3cccc(NS(=O)(=O)c4ccccc4[N+](=O)[O-])c3)nn12
  0	1	0	-0.8	1	-2	-6	14
COc1ccc(OC)c(C(=O)CSc2nc3ncccc3[nH]2)c1
  1	1	2	0.9	-4	-3	2	-13
CSc1ccc(CCNC(=O)c2ccc(CS(=O)Cc3ccccc3Cl)o2)cc1 (stereo not given)
  -4	0	-6	-0.4	16	3	4	5
OC1CCN(c2c3c(nc4cc(-c5ccc(Cl)cc5)nn24)CCC3)CC1
  -4	-19	-5	0.9	44*	10	-3	2
CCCN(CCC)C(=O)c1c(NC(=O)CC)sc2c1CCCCC2
  -6	0	-9	-0.3	-4	-5	-3	18
CC1(C)C(=O)OC(/C=C\c2cccc([N+](=O)[O-])c2)C(C)(C)C1=O (stereo not given)
  1	0	0	-1.4	3	7	10	4
COc1ccc(N2CCN(C3=CC(=O)N(c4cccc(Cl)c4)C3=O)CC2)cc1
  -3	-2	-2	1.0	-3	9	7	1
O=C(CP(=O)(c1ccccc1)c1ccccc1)Nc1nc2ccccc2s1
  -3	-2	-10	8.1	2	-12	16	5
Cn1c(NCc2ccccc2Cl)nc2ccccc21
  -2	-1	-5	-0.5	3	5	-8	-62
COC(=O)C1C(C(=O)OC)C1(c1ccccc1)c1ccccc1 (stereo not given)
  3	-1	-10	0.1	3	6	16	7
Cn1c(=O)c2c(-c3ccccc3)n(Cc3cccnc3)cc2n(C)c1=O
  -3	0	-4	-1.5	-6	2	4	23
COc1ccccc1-n1c(SCC(=O)O)nnc1-c1ccc(S(=O)(=O)N2CCCCC2)cc1
  2	-2	-6	-1.1	-2	-2	-3	-4
